ERK EGF block – qHTS Assay for Inhibitors of the ERK Signaling Pathway using a Homogeneous Screening Assay; Stimulation with EGF; hit rate 0.41% among 130,000; AID 1454, 2008; HEK293-V1b, EGF-stimulated phospho-ERK AlphaScreen; Potency, µM (series often up to 11.5 µM), inactives show at the top dose activity change, negative = inhibition, hits mostly inhibitors; active means well fitted inhibition curve with a large enough effect; inconclusive means small, poorly fitted or top-dose-only effect, or effect the other way;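 further: plate controls were stimulated vehicle wells for no effect and unstimulated vehicle basal for full effect; nearly all actives have a fitted effect of over 55% in size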
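Compounds are titrated over HEK293-V1b cells kept overnight in 1% FBS. After 30 min at 37C, EGF (25 nM final) triggers ERK phosphorylation for 5 min, measured by AlphaScreen in lysates.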
* = called active by the depositor; u = inconclusive; & = joins results of further samples; [ ] = another dose, or the depositor's remark. Potency means the concentration at half of the fitted maximal effect. An excerpt (hit frequency here may not be typical).

SMILES | ERK EGF block
CN(NC(=O)/C=C/C(=O)O)c1ncc(C(F)(F)F)cc1Cl | 2%
C=CCC(O)(CC=C)C(C)N (stereo not drawn) | 4%
COc1ccc(NC(=O)C2CCCN2C(=O)Nc2ccccc2)cc1OC (stereo not drawn) | 1%
Cc1cccc(Cn2c(SCCN3CCCCC3)nc3c2c(=O)[nH]c(=O)n3C)c1 | -1%[57.5 µM]
Cc1cccc(NC(=O)CSc2nnc(NC(=O)c3ccc(S(=O)(=O)N4CCOCC4)cc3)s2)c1C | 7%
Cc1nn(-c2ccccc2)c(-n2cccc2)c1C(=O)O | 4%
CC(=O)N(c1ccccc1C)C1CCCC1 | 8%
CCOCCOc1nc2c(c(=O)n(C)c(=O)n2C)n1CCc1ccccc1 | 4%
COc1ccc(C(=O)N2CCC(C(=O)c3c(C)cc(C)cc3C)CC2)cc1 | -6%[57.5 µM]
COc1ccc(C(=O)N2CCC3(CC2)CN(c2ncccn2)C3)cc1 | -4%
O=C(CCSc1ccccc1)Nc1nnc(-c2cccs2)o1 | 1%[57.5 µM]
CC1=Nc2cc(C(=O)O)ccc2Sc2c(C)ccc(C)c21 | -12%
C=CCNC(=O)c1ccc(-n2cccc2)cc1 | 2%
CCCCCC(=O)Nc1nc2ccccc2[nH]1 | 8%
N#C/C(=C(/O)COC(=O)CSc1ccc(Cl)cc1)c1nc2ccccc2[nH]1 | -4%
CCCN(CCC)S(=O)(=O)c1cccc(-c2csc(C)n2)c1 | 9%[57.5 µM]
COc1ccc(-n2nnnc2/C(=C/N(C)C)C(=O)c2ccccc2)cc1 | 0%[57.5 µM]
Cn1c(-c2ccc(F)cc2)cnc1NCc1cc2c(cc1[N+](=O)[O-])OCO2 | 29%
CCN(CC)CCn1c(=S)[nH]c2cc(C(=O)N3CC=C(c4ccccc4)CC3)ccc2c1=O | -3%
COC(=O)[C@@H]1[C@@H]2C[C@H]3c4[nH]c5ccccc5c4CCN3C[C@@H]2CC[C@@H]1O | 7%
Nc1cccnc1Oc1ccccc1F | 1%[57.5 µM]
Cc1cc(OCC(=O)Nc2ccncc2)ccc1[N+](=O)[O-] | -1%
CN1CCCC1=Nc1c2c(nc3ccccc13)N(C)CC2 | 5%
CCNc1nc(N)nc(-c2cc(Cl)ccc2O)n1 | 0%
COC(=O)Cn1c(C(=O)N2CCCC2)cc2c1C[C@H]1CN(C(=O)c3ccccc3)[C@@](Cc3ccccc3)(C(=O)OC)[C@@H]21 | 0%
Additional compounds
SMILES | ERK EGF block
O=C(Nc1cnn(Cc2ccc(Cl)cc2Cl)c1)c1noc2c1CCCC2 | 5%
c1ccc(-n2cc(CN3CCCC(CN4CCCC4)C3)c(-c3ccc4c(c3)OCO4)n2)cc1 (stereo not drawn) | -14%
Cc1nonc1-c1csc(N)n1 | 3%
CCC(=O)Nc1cccc(NC(=S)NC(=O)c2ccccc2C)c1 | -9%
O=c1c2ccccc2cnn1Cc1n[nH]c(=S)n1-c1ccc(Cl)cc1Cl | -1%
CN(C)C(=O)CSc1nnc(-c2cccs2)n1-c1ccccc1 | 6%[57.5 µM]
Cc1ccc(N2C(=O)C3C4C=CC(CNC(=S)N5CCN(c6ccccn6)CC5)(O4)C3C2=O)cc1 (stereo not drawn) | -8%
CC1CCCCN1C(=O)Cn1cc(C#N)c2ccccc21 (stereo not drawn) | -2%
CC1CCC/C=C/C(=O)c2c(O)cc(O)cc2CC(=O)O1 (stereo not drawn) | -14%[57.5 µM]
COc1ccc(C2c3sc(=O)[nH]c3SCC2C(N)=O)cc1 (stereo not drawn) | 3%[57.5 µM]
CCN1C(=O)C(CC(=O)Nc2ccc(OC)cc2)N(Cc2ccco2)C1=S (stereo not drawn) | 7%
Cc1ccc(NC(=O)C(C)N=C2NS(=O)(=O)c3ccccc32)cc1F (stereo not drawn) | 2%[57.5 µM]
CC(C)CNC(=O)c1cccc(NC(=O)C(C)C)c1 | -1%
CSc1nc2ccc(NC(=O)c3c(-c4ccccc4)noc3C)cc2s1 | 8%[57.5 µM]
COc1ccc(NC(=O)CSc2nc3ccsc3c(=O)n2CCCCCC(=O)O)cc1 | -1%
Cc1ccccc1C1NC(=S)NC2=C1C(=O)CC(C)(C)C2 (stereo not drawn) | 10%
O=C(O)/C=C/c1ccc(S(=O)(=O)NCc2ccco2)cc1 | 2%
COC(=O)c1ccccc1NC(=O)CN(c1ccc(OC)cc1)S(C)(=O)=O | 10%
O=C(c1cc(-c2ccncc2)nc2ccc(Br)cc12)N1CCN(Cc2ccc3c(c2)OCO3)CC1 | -1%
Clc1ccc(-c2cc(C3CCNCC3)[nH]n2)cc1 | -5%
C/C=C/c1ccc(OCCOc2cc(C=O)ccc2OC)c(OC)c1 | -3%
CC(=O)c1ccc(S(=O)(=O)N2CCN(C(=O)/C=C/c3ccc4ccccc4n3)CC2)cc1 | 1%[57.5 µM]
COc1cc(/C=N/NC(=S)NCCN2CCOCC2)ccc1O | -2%
COc1ccc(C(=O)NC(=O)COC(=O)c2ccc3ncsc3c2)cc1 | -5%
CCCCC(=Nc1ccccc1OC)C1=C(O)CC(c2ccccc2)CC1=O (stereo not drawn) | -11%
Next results.
SMILES | ERK EGF block
COc1ccccc1Cn1c(=S)[nH]c2cc(C(=O)NCc3cccnc3)ccc2c1=O | 25%
O=C(N/N=C\C=C\c1ccc2c(c1)OCO2)c1cccnc1 | 1%
COc1cccc([C@@H]2Oc3ccc(OC)cc3C(=O)[C@H]2OC(=O)NCc2ccc3c(c2)OCO3)c1 | 0%&0%
Nc1cc([N+](=O)[O-])ccc1N1C(=O)CCCC1=O | 6%[57.5 µM]
Cc1ccc(S(=O)(=O)Nc2ccc(Cl)cc2)cc1NC(=O)c1cc2c(s1)CCCC2 | 3%
CC(=O)N1[C@H](Cc2ccccc2)C=C[C@]1(C)C(=O)NCc1cc(F)cc(C(F)(F)F)c1 | 1%
CC(=O)c1ccc(N=Nc2ccc(N(C)C)cc2)cc1 | u
CC(NC(=O)C1CC1)C(c1cccs1)N1CCN(c2ccccc2)CC1 (stereo not drawn) | 1%
COC(=O)C1=C(NC(=O)CCCCl)CCS1 | 0%
COc1cc(NC(=S)NC(=O)c2ccc(C(C)(C)C)cc2)ccc1NC(=O)c1cccs1 | 0%
CC1CC(C)CN(CCOc2ccc(Br)cc2)C1 (stereo not drawn) | 4%
Oc1ccc2ccccc2c1N=Nc1nccs1 | 13µM*
Cc1cccc(OS(=O)(=O)NC(=O)OCC2CCCN3CCCCC23)c1 (stereo not drawn) | 5%
CCC1CCCCN1CCNC(=O)CCS(=O)(=O)c1ccc(Br)cc1 (stereo not drawn) | 8%
COc1ccc2nccc(C(=O)O)c2c1 | -6%[25.7 µM]
O=C(N/N=C/c1cccnc1)C(O)c1ccccc1 (stereo not drawn) | -6%
Cc1ccc(/C(N)=N/OC(=O)c2ccc(C)cc2Cl)cc1 | 4%
CCOC(=O)C(C)Oc1cccc2c(=O)n(CC(=O)NCc3ccccc3)ccc12 (stereo not drawn) | -9%[57.5 µM]
COc1ccc(-c2nnc(SCC(=O)N3CCOCC3)n2C)cc1OC | 4%
CC(C)CC(N=Cc1c(O)c2ccccc2oc1=O)C(=O)O (stereo not drawn) | -4%
COc1cccc(C(=O)Nc2c(C)nn(-c3ccccc3)c2C)c1 | -14%
COc1cc(S(=O)(=O)N2CCC(c3nc4ccccc4s3)CC2)ccc1S(=O)(=O)N1CC(C)CC(C)C1 (stereo not drawn) | 0%
O=C(CCCCl)NC(=S)Nc1cc(C(F)(F)F)ccc1N1CCOCC1 | 2%
CCn1c(Cc2ccccc2)nnc1SCC(=O)Nc1ccccc1O | -5%
CCCCC/C=C\C/C=C\C/C=C\C/C=C\CCCCCC(=O)NCCCC(=O)O | -1%
Continuation.
SMILES | ERK EGF block
Nc1nc(Nc2ccc(Cl)cc2)nc(NCCO)c1[N+](=O)[O-] | -5%[57.5 µM]
COc1ccc(N2CCN(CCOc3ccc4c(C)cc(=O)oc4c3)CC2)cc1 | 9%
CCOC(=O)c1sc(=S)n(-c2ccc(C)cc2)c1N | -5%
CCN(CC)S(=O)(=O)c1ccc(N2CCOCC2)c(NS(=O)(=O)c2cc(C(C)(C)C)ccc2C)c1 | -1%
CN(CCc1ccccn1)C(=O)CC1C(=O)NCCN1Cc1ccc(-c2ccccc2)cc1 (stereo not drawn) | -8%
Cc1cccc(-n2c(CNC(=O)c3cccc([N+](=O)[O-])c3C)n[nH]c2=S)c1 | -2%
COc1cc2c(cc1OC)C(=S)NC1(CCCC1)C2 | 3%
Cc1ccc(N2C(=O)CC(NNC(=O)c3cccc(S(=O)(=O)N4CCCC4)c3)C2=O)cc1 (stereo not drawn) | 5%
CC(C)(C)c1cc2nc3c(c(=O)n2[nH]1)CN(Cc1ccccc1)C3=O | 7%[57.5 µM]
O=C1CC(c2ccccc2)c2ccccc21 (stereo not drawn) | -2%
O=C1OC(c2ccc(Br)cc2)=N/C1=C\c1ccco1 | -3%
Cc1c(C(=O)Nc2nc3ccccc3[nH]2)oc2c(Cl)cccc12 | u
CNC(=O)COC(=O)c1ccc(Cl)c(S(=O)(=O)N2CCCC2)c1 | 4%
CC(C)CCNC(=O)NC(=O)COC(=O)C1CCN(S(=O)(=O)c2ccccc2F)CC1 | 3%
CCOC(=O)c1nc(NCc2ccccc2F)c2ccccc2n1 | 2%
CCOC(=O)C1CC2CC(C1)CN(C(=O)C1CCCCC1)C2 (stereo not drawn) | 4%
CSc1nsc2nc(=O)c(/C=C3\C=Nc4ccccc43)c(N)n12 | 2%
COC(=O)C1SCC2C(=O)N(Cc3ccc(Cl)c(Cl)c3)CC(=O)N21 (stereo not drawn) | 4%
CCOC(=O)C(Cc1ccccc1)c1ccnc2nc(N)nn12 (stereo not drawn) | 3%
CCC(C)(C(=O)Nc1ccccc1C)N(C(=O)CNC(C)=O)c1ccccc1C (stereo not drawn) | 2%
CCOC(=O)N/N=C/c1c(C)nn(-c2cccc(C(F)(F)F)c2)c1Cl | -1%
Cc1ccc(C)c(-n2nnnc2SCC(=O)c2c(N)n(C)c(=O)n(C)c2=O)c1 | 4%
CCCOc1ccc(-c2cn3ccccc3n2)cc1[N+](=O)[O-] | -8%
O=C(CNc1ccccc1Cl)N/N=C1\CCCc2ccccc21 | -4%
O=S(=O)(O)c1cccc(N=Nc2c(O)ccc3ccccc23)c1 | u
Continuation.
SMILES | ERK EGF block
Cc1nnc(SCc2ccon2)n1-c1ccccc1 | 0%
Cc1ccc(CSc2nnc3ccc(-c4ccncc4)nn23)cc1 | -4%
O=S(=O)(c1ccc(Cl)cc1Cl)n1ccc2cccnc21 | 2%
O=C(Nc1nnc(-c2ccccc2)s1)c1ccc(F)cc1 | 3%
Fc1ccc(C(c2nnnn2C2CCCCC2)N2CCCC2)cc1 (stereo not drawn) | -7%
CSc1ccc(/C=N/n2c(C)nnc2C)cc1 | 4%
COc1ccc(-c2cc(C(F)(F)F)n3nc(C(=O)Nc4c(C)n(C)n(-c5ccccc5)c4=O)cc3n2)cc1 | 8%
CC(C)CC(NC(=O)OC(C)(C)C)c1cn([C@@H](Cc2ccc(O)cc2)C(=O)N2CCN(C(=O)OC(C)(C)C)CC2)nn1 (stereo partly drawn) | 0%[57.5 µM]
CC1CCC2(CC1)NC(=O)N(CC(=O)Nc1ccccc1-c1ccccc1)C2=O (stereo not drawn) | -5%
NC[C@@H]1O[C@H](C23CC4CC(CC(C4)C2)C3)Cc2c1ccc(O)c2O | 11%
CN1N=C(c2ccc(F)c(F)c2)CSC1=NCc1ccccc1 | -8%
CCN1C(=O)/C(=C\C=C\c2ccccc2[N+](=O)[O-])SC1=S | u

Of the compounds above, these contain two or more sulfur atoms:
SMILES | ERK EGF block
Cc1cccc(NC(=O)CSc2nnc(NC(=O)c3ccc(S(=O)(=O)N4CCOCC4)cc3)s2)c1C | 7%
O=C(CCSc1ccccc1)Nc1nnc(-c2cccs2)o1 | 1%[57.5 µM]
CCCN(CCC)S(=O)(=O)c1cccc(-c2csc(C)n2)c1 | 9%[57.5 µM]
CN(C)C(=O)CSc1nnc(-c2cccs2)n1-c1ccccc1 | 6%[57.5 µM]
COc1ccc(C2c3sc(=O)[nH]c3SCC2C(N)=O)cc1 (stereo not drawn) | 3%[57.5 µM]
CSc1nc2ccc(NC(=O)c3c(-c4ccccc4)noc3C)cc2s1 | 8%[57.5 µM]
COc1ccc(NC(=O)CSc2nc3ccsc3c(=O)n2CCCCCC(=O)O)cc1 | -1%
Cc1ccc(S(=O)(=O)Nc2ccc(Cl)cc2)cc1NC(=O)c1cc2c(s1)CCCC2 | 3%
COc1cc(NC(=S)NC(=O)c2ccc(C(C)(C)C)cc2)ccc1NC(=O)c1cccs1 | 0%
COc1cc(S(=O)(=O)N2CCC(c3nc4ccccc4s3)CC2)ccc1S(=O)(=O)N1CC(C)CC(C)C1 (stereo not drawn) | 0%
CCOC(=O)c1sc(=S)n(-c2ccc(C)cc2)c1N | -5%
CCN(CC)S(=O)(=O)c1ccc(N2CCOCC2)c(NS(=O)(=O)c2cc(C(C)(C)C)ccc2C)c1 | -1%
CSc1nsc2nc(=O)c(/C=C3\C=Nc4ccccc43)c(N)n12 | 2%
CCN1C(=O)/C(=C\C=C\c2ccccc2[N+](=O)[O-])SC1=S | u
